TNF necrop inh: inhibitors of TNF-alpha induced necroptosis in Jurkat FADD-/- cells | Jurkat FADD-/- TNF necroptosis rescue, ATP luminescence, 24 h; 0 = TNF only, 100 = no-TNF cells | activation (protection from cell death), % at 10 µM | hit rate 0.068% among 220,000;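 active = activation, meaning protection from cell death, of at least 50% relative to plate controls; inactive = activation below 50%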;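 note: necroptosis triggered by 40 ng/mL TNF-alpha added together with compound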
TRPML3 agonist: human mucolipin-3 channel agonism; Q8TDD5; hit rate 0.29% among 220,000; activation, % at 3 µM; HEK293 TRPML3-YFP, Fluo-8 calcium fluorescence; 100% = the carbachol control signal;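 active = activation above its plate's cutoff, the mean activation of the plate's test wells plus 3 SD, cut at about 12% in these data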;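 note: 0% = DMSO only wells and 100% = carbachol wells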
Target sequence (Q8TDD5 whole entry, looked up): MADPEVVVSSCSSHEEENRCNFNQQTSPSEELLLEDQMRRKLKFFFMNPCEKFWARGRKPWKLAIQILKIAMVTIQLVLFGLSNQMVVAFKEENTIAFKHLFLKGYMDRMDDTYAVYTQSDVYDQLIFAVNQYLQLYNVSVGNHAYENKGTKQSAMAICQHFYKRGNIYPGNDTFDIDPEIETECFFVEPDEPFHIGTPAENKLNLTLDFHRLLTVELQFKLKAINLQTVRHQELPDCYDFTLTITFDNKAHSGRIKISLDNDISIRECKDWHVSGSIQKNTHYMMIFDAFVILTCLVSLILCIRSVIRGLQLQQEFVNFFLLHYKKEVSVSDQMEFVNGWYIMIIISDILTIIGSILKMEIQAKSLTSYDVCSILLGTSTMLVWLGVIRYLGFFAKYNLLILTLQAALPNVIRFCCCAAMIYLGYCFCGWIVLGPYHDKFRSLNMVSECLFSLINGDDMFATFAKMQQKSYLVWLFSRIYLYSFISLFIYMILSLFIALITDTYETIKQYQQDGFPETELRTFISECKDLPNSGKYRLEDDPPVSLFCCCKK
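Test system: TRPML3-YFP stable HEK293 cells. Doses: single point at 3 µM. Incubation: dye loading 1 h 37 °C then 30 min ambient, 125 s read. Signal: Fluo-8 calcium dye fluorescence, ex 470-495, em 515-575 nm. Measure: percent activation from peak-to-basal fluorescence ratio, scaled between DMSO and carbachol.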
p47phox inh: inhibitors of human p47phox binding. P14598. p47phox/p22phox peptide binding, fluorescence polarization, 2 h. inhibition, % at 24.7 µM. hit rate 0.53% among 220,000. AID 1274;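 active = inhibition above about 30%, limit read from the data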;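 note: 0% = p47phox with labelled peptide and 100% = labelled peptide alone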
Target sequence (P14598 whole entry, looked up): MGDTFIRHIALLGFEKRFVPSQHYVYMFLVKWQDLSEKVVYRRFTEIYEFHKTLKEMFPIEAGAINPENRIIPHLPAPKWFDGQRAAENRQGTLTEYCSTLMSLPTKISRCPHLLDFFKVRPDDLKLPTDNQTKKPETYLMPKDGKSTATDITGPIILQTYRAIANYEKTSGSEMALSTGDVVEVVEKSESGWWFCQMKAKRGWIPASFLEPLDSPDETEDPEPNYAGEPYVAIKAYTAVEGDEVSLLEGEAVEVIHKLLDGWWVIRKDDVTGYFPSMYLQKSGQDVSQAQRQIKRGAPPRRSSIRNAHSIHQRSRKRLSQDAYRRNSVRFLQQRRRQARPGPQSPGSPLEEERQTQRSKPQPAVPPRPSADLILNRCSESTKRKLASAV
PPC-1+TRAIL kill: kills PPC-1 cancer cells in the presence of TRAIL; cell killing (% activity), % at 4 µM; AID 1443; PPC-1 cells + TRAIL, ATPLite viability luminescence; hit rate 0.41% among 220,000;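 active = cell killing above 50% in the first pass at 4 µM, then a duplicate retest at 5 µM averaging 50% or more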;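 note: plate controls were cells with TRAIL plus DMSO for no effect and medium-only wells lacking cells for full effect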
TRPN1 ag: zebrafish TRPN1 (NompC) channel agonism; HEK293 zebrafish TRPN1-YFP, Fluo-8 calcium fluorescence; 100% = response to 87 µM carbachol; activation, % at 3 µM; hit rate 0.18% among 220,000; AID 1424;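 active = activation above its plate's cutoff, the mean activation of test wells on that plate plus 3 SD, cut at about 19% in these data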;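 note: 0% = DMSO alone and 100% = 87 µM carbachol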
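Material: zebrafish TRPN1-YFP in HEK293 cells. Doses: one dose of 3 µM, 0.3% DMSO. Incubation: dye 1 h 37 °C plus 30 min RT. Measured by: intracellular calcium fluorescence with Fluo-8.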
Runt-SMMHC FRET: inhibitors of human RUNX1 Runt domain binding to CBFb-SMMHC; Cerulean-Runt/Venus-CBFb-SMMHC FRET ratio 530/480, 1 h; inhibition, % at 20 µM; hit rate 0.74% among 220,000; AID 1434;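 active = mean inhibition across duplicate retests at 20 µM reaching about 50%, limit read from the data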;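 note: 0% = DMSO wells and 100% = wells with excess untagged CBFb-SMMHC; inhibitors lower the FRET ratio by blocking Runt binding to CBFb-SMMHC; some results filed as inactive read as strong as hits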
EBV gp42 inh: blocks Epstein-Barr virus glycoprotein 42 binding; Q1HVG2; hit rate 0.42% among 220,000; Fluorescence polarization binding assay, mP read-out; inhibition, % (tested at 21.74 µM); in the data active = inhibition above about 50%
MDM2 E3 inh: inhibitors of human Mdm2 E3 ubiquitin ligase | Q00987 | AID 1230 | cell-based MDM2 ubiquitination luciferase reporter, 2 h; 0 = plate control, 100 = twice control, blank-subtracted | hit rate 0.11% among 210,000 | signal enhancement, % at 5 µM;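 active = signal enhancement of 30% or more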;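 note: luminescence tracks abundance of the self-degrading MDM2-luciferase fusion protein; higher signal means inhibition of MDM2 E3 ligase activity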
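Material: stable MDM2–luciferase fusion reporter cells / Quantity: 2000 cells/well / Dosing: single 5 µM compound dose, 0.2% final DMSO / Buffer or medium: DMEM / Schedule: 4 h cell settling then 2 h compound exposure, 37 °C / Detection: luminescence with SteadyLite reagent, 15 min at room temperature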
CHOP inhibitor: CHOP inhibition in unfolded protein response; CHO-K1 CHOP-promoter luciferase, tunicamycin-induced, 15-18 h; inhibition, % at 10 µM; hit rate 3.8% among 220,000; AID 2732;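 active = compounds that reduced the stress-induced luciferase reporter signal by more than about 70% of percent inhibition, limit read from the data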;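 note: 0% = tunicamycin plus vehicle and 100% = wells without tunicamycin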
* hit, by the source's call.

How did Cc1nnc(NC(=O)CSc2ncnc3scc(-c4ccccc4)c23)s1 do in these assays?
TNF necrop inh: 0.1; TRPML3 agonist: -0.8; p47phox inh: 3; PPC-1+TRAIL kill: 14; TRPN1 ag: 0.0; Runt-SMMHC FRET: -10; EBV gp42 inh: -15; MDM2 E3 inh: -4; CHOP inhibitor: -1

What do the screens show for `COC(=O)c1sc2nc(SCc3cccc(F)c3)n(N)c(=O)c2c1C`?
TNF necrop inh: 0.5; TRPML3 agonist: 0.6; p47phox inh: -6; PPC-1+TRAIL kill: 6; TRPN1 ag: -0.2; Runt-SMMHC FRET: -6; EBV gp42 inh: 10; MDM2 E3 inh: -4; CHOP inhibitor: 27

How did CCOC(=O)c1cnc2ccc(OC)cc2c1NCCc1ccc(OC)c(OC)c1 do in these assays?
TNF necrop inh: -0.1; TRPML3 agonist: 0.2; p47phox inh: -4; PPC-1+TRAIL kill: 2; TRPN1 ag: -0.8; Runt-SMMHC FRET: 1; EBV gp42 inh: 1; MDM2 E3 inh: -3; CHOP inhibitor: 29

Results for COc1cccc(NC(=O)C(OC(=O)/C=C/c2ccc3c(c2)OCO3)c2ccccc2)c1 (centres undefined) ?
TNF necrop inh: 1.7; TRPML3 agonist: 0.6; p47phox inh: -75; PPC-1+TRAIL kill: 19; TRPN1 ag: 0.5; Runt-SMMHC FRET: -2; EBV gp42 inh: -22; MDM2 E3 inh: -3; CHOP inhibitor: 33

What do the screens show for `NC(=O)c1noc(C(=O)N(CC(=O)NC2CCCC2)Cc2ccc3c(c2)OCO3)c1N`?
TNF necrop inh: -0.4; TRPML3 agonist: 0.9; p47phox inh: -9; PPC-1+TRAIL kill: 35; TRPN1 ag: -0.5; Runt-SMMHC FRET: -2; EBV gp42 inh: -12; MDM2 E3 inh: 2; CHOP inhibitor: 20

Results for NNC(=O)c1ccc(Cn2cc(Cl)cn2)o1 ?
TNF necrop inh: 2.9; TRPML3 agonist: 0.1; p47phox inh: 0; PPC-1+TRAIL kill: 14; TRPN1 ag: -0.3; Runt-SMMHC FRET: -2; EBV gp42 inh: 1; MDM2 E3 inh: -11; CHOP inhibitor: 14

What do the screens show for `CCCC1C2C(=O)N(c3ccccc3OCC)C(=O)C2ON1c1ccccc1` (centres undefined)?
TNF necrop inh: 0.1; TRPML3 agonist: 0.8; p47phox inh: -10; PPC-1+TRAIL kill: 22; TRPN1 ag: 0.5; Runt-SMMHC FRET: -2; EBV gp42 inh: -11; MDM2 E3 inh: -13; CHOP inhibitor: 3

Results for C/C(=N\NC(N)=O)c1cccc(Cl)c1 ?
TNF necrop inh: 0.3; TRPML3 agonist: 0.8; p47phox inh: -4; PPC-1+TRAIL kill: 21; TRPN1 ag: -0.3; Runt-SMMHC FRET: 2; EBV gp42 inh: -19; MDM2 E3 inh: -20; CHOP inhibitor: 14

How did Cc1ccc(C)c(NC(=S)NCc2ccc3c(c2)OCO3)c1 do in these assays?
TNF necrop inh: -15; TRPML3 agonist: -0.6; p47phox inh: -4; PPC-1+TRAIL kill: -8; TRPN1 ag: -2.1; Runt-SMMHC FRET: -2; EBV gp42 inh: 5; MDM2 E3 inh: -2; CHOP inhibitor: 20

What do the screens show for `CC(C)CCNC(=O)c1ccc2c(c1)ncn2C1CCCC1`?
TNF necrop inh: 1.9; TRPML3 agonist: 0.3; PPC-1+TRAIL kill: 13; TRPN1 ag: 1.1; Runt-SMMHC FRET: 2; EBV gp42 inh: -6; CHOP inhibitor: -5

How did CCN(CC)CC(=O)NCC1(c2ccccc2)CCOCC1 do in these assays?
TNF necrop inh: -0.2; TRPML3 agonist: 1.4; p47phox inh: -8; PPC-1+TRAIL kill: 12; TRPN1 ag: 1.0; Runt-SMMHC FRET: -1; EBV gp42 inh: 3; MDM2 E3 inh: -13; CHOP inhibitor: 36

Results for COC(C(=O)Nc1cc([N+](=O)[O-])ccc1C)c1ccccc1 (centres undefined) ?
TNF necrop inh: 4.5; TRPML3 agonist: 0.5; p47phox inh: -6; PPC-1+TRAIL kill: 7; TRPN1 ag: -1.6; Runt-SMMHC FRET: 0; EBV gp42 inh: -14; MDM2 E3 inh: -14; CHOP inhibitor: 25

How did O=C(c1ccccc1)[C@H]1CC=CC[C@H]1C(=O)O do in these assays?
TNF necrop inh: -0.9; TRPML3 agonist: 0.4; p47phox inh: -15; PPC-1+TRAIL kill: -2; TRPN1 ag: 0.1; Runt-SMMHC FRET: -1; EBV gp42 inh: -16; MDM2 E3 inh: 7; CHOP inhibitor: -15

How did C/C(=N\Nc1cccc(Cl)c1)c1ccncc1 do in these assays?
TNF necrop inh: -0.9; TRPML3 agonist: -0.1; p47phox inh: -6; PPC-1+TRAIL kill: 24; TRPN1 ag: -1.7; Runt-SMMHC FRET: -1; EBV gp42 inh: 2; MDM2 E3 inh: -4; CHOP inhibitor: -1

How did O=C(O)c1cccc(NS(=O)(=O)c2cccc3nsnc23)c1 do in these assays?
TNF necrop inh: 1.0; TRPML3 agonist: 0.6; p47phox inh: -4; PPC-1+TRAIL kill: 7; TRPN1 ag: -0.3; Runt-SMMHC FRET: -3; EBV gp42 inh: -17; MDM2 E3 inh: -12; CHOP inhibitor: -17

Results for O=C(COc1ccc(/C=N/NC(=O)c2ccccc2O)cc1)Nc1ccc([N+](=O)[O-])cc1 ?
TNF necrop inh: 1.3; TRPML3 agonist: 0.3; p47phox inh: -12; PPC-1+TRAIL kill: 1; TRPN1 ag: 0.3; Runt-SMMHC FRET: -6; EBV gp42 inh: 12; MDM2 E3 inh: -12; CHOP inhibitor: 90*

How did COc1ccc(C(=O)Nc2nc3ccccc3[nH]2)cc1S(=O)(=O)N1CCCC1 do in these assays?
TNF necrop inh: 2.9; TRPML3 agonist: 0.5; p47phox inh: -14; PPC-1+TRAIL kill: 5; TRPN1 ag: -0.4; Runt-SMMHC FRET: -1; EBV gp42 inh: -31; MDM2 E3 inh: -13; CHOP inhibitor: 38

What do the screens show for `Cc1c(Cl)ccc2c(C(=O)NCCN3CCCCC3)cc(-c3ccccn3)nc12`?
TNF necrop inh: -5.1; TRPML3 agonist: 0.0; p47phox inh: -9; PPC-1+TRAIL kill: 30; TRPN1 ag: 0.4; Runt-SMMHC FRET: -5; EBV gp42 inh: -5; MDM2 E3 inh: -21; CHOP inhibitor: 22

How did O=C(COc1ccccc1Cl)N1CCN(c2ccc(F)cc2)CC1 do in these assays?
TNF necrop inh: -1.5; TRPML3 agonist: -0.2; p47phox inh: -8; PPC-1+TRAIL kill: -14; TRPN1 ag: -0.5; Runt-SMMHC FRET: -1; EBV gp42 inh: -8; MDM2 E3 inh: -1; CHOP inhibitor: 22

What do the screens show for `COc1ccc(OC)c(-c2cc(C(F)(F)F)c3c(n2)sc2c(O)cc(=O)[nH]c23)c1`?
TNF necrop inh: 2.1; TRPML3 agonist: 0.1; p47phox inh: -3; PPC-1+TRAIL kill: 19; TRPN1 ag: -0.3; Runt-SMMHC FRET: 10; EBV gp42 inh: -10; MDM2 E3 inh: 5; CHOP inhibitor: -13

What do the screens show for `Cc1ccc(NC(=O)c2cnccn2)cc1S(=O)(=O)N(C)C`?
TNF necrop inh: 1.6; TRPML3 agonist: 1.2; p47phox inh: -8; PPC-1+TRAIL kill: 9; TRPN1 ag: 0.9; Runt-SMMHC FRET: -18; EBV gp42 inh: -9; MDM2 E3 inh: 1; CHOP inhibitor: 9

What do the screens show for `O=C(CSc1nnc(-c2ccccc2O)n1-c1ccccc1)Nc1cccc(C(=O)O)c1`?
TNF necrop inh: -0.2; TRPML3 agonist: -0.3; p47phox inh: 3; PPC-1+TRAIL kill: -13; TRPN1 ag: 0.2; Runt-SMMHC FRET: 1; EBV gp42 inh: -5; MDM2 E3 inh: -10; CHOP inhibitor: -3

What do the screens show for `O=C(CC1C(=O)NCCN1Cc1ccc(Cl)c(F)c1)NCCc1cccnc1` (centres undefined)?
TNF necrop inh: 1.4; TRPML3 agonist: 0.7; p47phox inh: 14; PPC-1+TRAIL kill: 22; TRPN1 ag: 1.0; Runt-SMMHC FRET: -9; EBV gp42 inh: -1; MDM2 E3 inh: -28; CHOP inhibitor: 11

What do the screens show for `Cc1cc(C(=O)COC(=O)c2nc3nccc(C)n3n2)c(C)n1CC1CCCO1` (centres undefined)?
TNF necrop inh: 1.2; TRPML3 agonist: -0.1; p47phox inh: -2; PPC-1+TRAIL kill: 5; TRPN1 ag: -0.2; Runt-SMMHC FRET: -4; EBV gp42 inh: -18; MDM2 E3 inh: -5; CHOP inhibitor: 9

Results for COc1ccccc1NC(=O)CCn1cccc1 ?
TNF necrop inh: 0.8; TRPML3 agonist: 0.9; p47phox inh: -2; PPC-1+TRAIL kill: 6; TRPN1 ag: -0.2; Runt-SMMHC FRET: -2; EBV gp42 inh: -5; MDM2 E3 inh: -9; CHOP inhibitor: 32

What do the screens show for `CCOc1ccc(OCc2ccc(C(=O)Nc3ccc(Cl)cn3)o2)cc1`?
TNF necrop inh: -0.7; TRPML3 agonist: 0.4; p47phox inh: -15; PPC-1+TRAIL kill: 12; TRPN1 ag: -1.0; Runt-SMMHC FRET: 10; EBV gp42 inh: -21; MDM2 E3 inh: -3; CHOP inhibitor: 21

What do the screens show for `CCC(=O)Nc1ccc(C(=O)Nc2ccc3c(c2)OCO3)cc1`?
TNF necrop inh: -1.8; TRPML3 agonist: 0.2; p47phox inh: -9; PPC-1+TRAIL kill: 9; TRPN1 ag: 0.9; Runt-SMMHC FRET: -3; EBV gp42 inh: 4; MDM2 E3 inh: -16; CHOP inhibitor: 65

How did Cn1cccc1/C=N/NC(=O)c1ccn[nH]1 do in these assays?
TNF necrop inh: 0.4; TRPML3 agonist: 0.6; p47phox inh: -6; PPC-1+TRAIL kill: 6; TRPN1 ag: 1.6; Runt-SMMHC FRET: -4; EBV gp42 inh: -3; CHOP inhibitor: -9

How did Cc1ccc(C)c(NC(=O)Cn2cnc3c(oc4ccccc43)c2=O)c1 do in these assays?
TNF necrop inh: 0.0; TRPML3 agonist: 0.1; p47phox inh: -12; PPC-1+TRAIL kill: 9; TRPN1 ag: 1.1; Runt-SMMHC FRET: -2; EBV gp42 inh: -13; MDM2 E3 inh: 4; CHOP inhibitor: 72*

What do the screens show for `CCc1cccc(C)c1NC(=O)CSc1ncn[nH]1`?
TNF necrop inh: -0.2; TRPML3 agonist: 0.9; p47phox inh: 1; PPC-1+TRAIL kill: 0; TRPN1 ag: 1.5; Runt-SMMHC FRET: -4; EBV gp42 inh: -8; MDM2 E3 inh: 4; CHOP inhibitor: 0

Assay outcomes as filed in PubChem.
